# Compound activity deposited in PubChem by several laboratories.
# IL1B NFkB pot – enhances IL-1B driven NFkB nuclear translocation; HUVEC IL-1B NFkB p65 nuclear translocation imaging; activation, % at 2 µM; AID 819; actives 0.3% (n = 94,000);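 active = activation above 40%, about the mean plus 3 SD, also judged a hit on visual image review; inconclusive = activation above 40% but not a hit on visual review; inactive = activation not above 40% and no visual hit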;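 also: percent activation is computed from the nuclear over cytoplasmic p65 intensity ratio; values of inactives mirror those of a sister screen read the other way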
# PLAP inhibitors HTS – inhibition of human placental alkaline phosphatase – biochemical, luminescence, HTS (AID 690); purified PLAP, luminescent substrate; higher % means a stronger effect; one-dose inhibition, % at 20 µM; IC50 in µM for titrated hits; actives 0.08% (n = 96,000); in the data active = a potency from the dose series; inactive = the rest, 99 in 100 with inhibition below about 30%; also: strong numbers were not always called active
# NFkB transloc inh – blocks IL-1B driven NFkB nuclear translocation in HUVEC cells | HUVEC IL-1B NFkB p65 nuclear translocation imaging | inhibition, % at 2 µM | actives 0.43% (n = 94,000);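 active = inhibition above about 30% together with a positive call from visual inspection of the well image, limit read from the data; inconclusive = inhibition above a set limit but visual check negative; inactive = inhibition not above a set limit, visual check negative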;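 also: nuclear over cytoplasmic p65 intensity ratio measured by imaging; 0% = IL-1B stimulated DMSO wells and 100% = unstimulated DMSO wells; values of inactives mirror those of a sister screen read the other way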
# Bcl-B TR3 displacers – displacers of TR3 peptide from Bcl-B, primary screen, selectivity assay for Bfl-1 inhibitor project, biochemical, fluorescence polarization | actives 0.11% (n = 96,000) | FP displacement of FITC-TR3 peptide from Bcl-B; higher % means a stronger effect | displacement, % at 20 µM, or IC50 in µM where a hit was titrated;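 active = displacement above 50% at 20 µM plus a fluorescence interference ratio under 1.5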;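 also: plate controls were wells without compound for no effect and wells lacking Bcl-B protein for full effect; a part of the inactive calls stands beside numbers as strong as those of hits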
# MRP resist rev – MRP-mediated drug resistance reversal; H69AR cells + 2 uM doxorubicin, CellTiter-Glo, 72 h; differential viability (reversal), % at 10 µM; actives 0.04% (n = 85,000); AID 602;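 active = viability drop by adding the cancer drug above about 55%, with treated viability meeting a 40% cutoff, limit read from the data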;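 also: viability without doxorubicin minus viability with 2 µM doxorubicin for each compound; larger differential means the compound sensitizes cells more to doxorubicin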
# MRP resist rev cytotoxicity – further read-out of MRP resist rev, marked with its call; viability, %; H69AR cells, CellTiter-Glo, 72 h; measured here: cytotoxicity without doxorubicin
# MRP resist rev with doxorubicin – recorded beside MRP resist rev, whose call it bears; viability, %; measured here: viability with 2 uM doxorubicin; stronger effect = lower value
# NFkB transloc inh cell count 2 µM – also measured in NFkB transloc inh; calls as there; cell count; measured here: cells passing quality filter;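 raw number of nuclei counted in each imaged well without normalization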
# IL1B NFkB pot cell count 2 µM – also measured in IL1B NFkB pot; calls as there; cell count; measured here: cells passing quality filter
# The depositor's hits bear a star; ? = inconclusive; . = not tested or not shown. An excerpt (hit frequency here may not be typical).
SMILES,IL1B NFkB pot,IL1B NFkB pot cell count 2 µM,PLAP inhibitors HTS,NFkB transloc inh,NFkB transloc inh cell count 2 µM,Bcl-B TR3 displacers,MRP resist rev,MRP resist rev cytotoxicity,MRP resist rev with doxorubicin
O=C(c1cc2sccc2n1Cc1ccccc1)N1CCc2ccccc21,-12,97,34%,12,97,0%,-4,72,76
COCc1cc(CN2CCN(C)CC2)c(O)c2ncccc12,12,137,-202%,-12,137,-2%,8,25,17
CCCn1c(SCC(=O)NCC2CCCO2)nc2c1c(=O)n(C)c(=O)n2C (configuration not stated),8,208,-1%,-8,208,-4%,14,95,81
NC(=O)C1CCN(c2nc(C3CC3)nc3c2nnn3Cc2ccccc2Cl)CC1,18,142,-58%,-18,142,1%,-45,31,76
CCN(CC)c1ccc(NC(=O)c2ccco2)cc1,.,.,13%,.,.,1%,20,95,75
C=CCc1ccccc1OCC(=O)OCCNC(=O)c1cccnc1,-8,116,3%,8,116,16%,.,.,.
Cc1ccc2cc3c(NC(=O)C4CCCO4)nn(CC(C)C)c3nc2c1 (configuration not stated),-6,166,-92%,6,166,9%,-18,79,97
COc1ccc(S(=O)(=O)NCc2csc(C)n2)cc1,-13,121,-8%,13,121,18%,9,110,102
Cn1nnnc1NCc1c(F)cccc1Cl,21,183,-7%,-20,183,-5%,-4,92,95
O=C(N/N=C/c1cn(-c2ccccc2)nc1-c1ccc(F)cc1)c1ccc2c(c1)OCO2,-3,134,-10%,3,134,-1%,.,.,.
COc1ccc(-c2ccc(=O)n(CC(=O)NCc3ccco3)n2)cc1,-1,124,5%,1,124,1%,-3,82,85
COc1cc(CNC2CCCC2)cc(OC)c1,1,103,7%,-1,103,-4%,-13,100,113
CC(C)(C)C(=O)CC1(O)C(=O)N(Cc2ccccc2)c2ccccc21 (configuration not stated),7,178,-12%,-7,178,6%,-9,91,99
CCOC(=O)CNC(=O)CN1C(=O)CCS(=O)(=O)c2ccccc21,19,127,.,-19,127,.,10,102,92
O=C1CSC(c2cn(-c3ccccc3)nc2-c2cccs2)N1CC1CCCO1 (configuration not stated),7,154,-36%,-7,154,-4%,15,89,74
Cc1nc(N)sc1-c1nnc(SCC(=O)Nc2nccs2)n1C,-2,167,6%,2,167,-5%,5,91,85
CSC1=NCCN1C(=O)C(C)Oc1ccccc1 (configuration not stated),.,.,13%,.,.,0%,0,96,96
COc1ccccc1CNC(=O)C/C(C)=N/NC(=O)Cc1ccccc1,12,177,16%,-12,177,-8%,.,.,.
COc1ccc(OC)c(-n2nnnc2SCC(=O)Nc2ccc(C(=O)N3CCCCC3)cc2)c1,26,107,-29%,-26,107,-2%,-3,86,89
CC1(C)CC(=O)c2sc(NC(=O)c3ccc4ncsc4c3)nc2C1,-9,186,-38%,9,186,-12%,-19,64,82
CCN(CC)S(=O)(=O)c1ccc(OCC(=O)NCc2ccccc2)cc1,-7,174,6%,7,174,3%,-5,91,96
O=C(NCN1CCN(c2ccccn2)CC1)c1cnccn1,.,.,6%,.,.,-1%,-10,106,116
CCOc1ccc(N(CC(=O)NC2CCCC(C)C2C)S(=O)(=O)c2c(C)noc2C)cc1 (configuration not stated),.,.,6%,.,.,2%,1,55,54
COc1ccc(S(=O)(=O)Nc2nnc(C(C)C)s2)cc1,-9,104,-1%,9,104,-8%,8,99,91
CCC(C)n1nnc2c(=O)oc3ccccc3c21 (configuration not stated),-3,110,8%,3,110,3%,.,.,.

# (cont.)
SMILES,IL1B NFkB pot,IL1B NFkB pot cell count 2 µM,PLAP inhibitors HTS,NFkB transloc inh,NFkB transloc inh cell count 2 µM,Bcl-B TR3 displacers,MRP resist rev,MRP resist rev cytotoxicity,MRP resist rev with doxorubicin
Cc1ccc2oc(-c3ccc(NC(=O)c4ccc5c(c4)OCO5)cc3)nc2c1,1,113,.,-1,113,.,.,.,.
Cc1nc(N2CCN(Cc3ccccc3)CC2)c(C#N)c2c1COC(C)(C)C2,2,125,.,-2,125,.,15,77,62
COc1ccc(C(=O)N/C(=C\c2cccs2)c2nc3ccccc3[nH]2)cc1OC,-3,174,4%,2,174,-1%,.,.,.
Cc1ccc(N2C(=O)C3C(C2=O)C2C=CC3C23CC3)cc1 (configuration not stated),3,183,-6%,-3,183,-15%,27,107,80
CC(c1nnc(SCC(=O)Nc2sccc2C#N)n1-c1ccc(Cl)cc1)N(C)C (configuration not stated),12,182,-74%,-12,182,-41%,9,88,79
COC(=O)c1ccc(NC(=O)C23CC4CC(C2)CC(n2cncn2)(C4)C3)cc1,5,82,.,-5,82,.,8,76,68
O=C(c1ccc(N2C(=O)C3CC=C(Cl)CC3C2=O)cc1)N1CCCCC1 (configuration not stated),0,155,-20%,0,155,-6%,-10,87,96
CCOc1ccccc1-c1nc(-c2ccncc2)no1,11,133,5%,-11,133,-1%,-17,81,98
COc1ccc(-c2nc(C#N)c(NCCc3ccccc3)o2)cc1,-1,117,.,1,117,.,.,.,.
COc1ccc(CN2CCN(C(=O)c3cccnc3)CC2)cc1Br,13,221,-54%,-13,221,2%,9,97,88
CSc1ncccc1-c1nc2ccccc2[nH]1,10,160,-7%,-10,160,4%,.,.,.
Cc1nc(/N=C\N(C)C)sc1C(=O)Nc1ccccc1,-21,159,9%,21,159,2%,1,88,86
COc1ccccc1N1CCN(C(=O)c2cc(-c3ccco3)on2)CC1,15,63,-59%,-15,63,-13%,0,97,97
CCC(=O)N1CCc2cc(S(=O)(=O)CCC(=O)Nc3ccc(CC)cc3)ccc21,-1,143,17%,1,143,-3%,14,95,81
Cc1ccccc1C(=O)Nc1ccc(C(=O)NNC(=O)CCCOc2ccc(Cl)cc2Cl)cc1,-6,92,6%,6,92,-20%,.,.,.
O=S1(=O)CCC(NS(=O)(=O)/C=C/c2ccccc2)C1 (configuration not stated),13,175,22%,-13,175,0%,-6,87,93
O=C(Nc1ccccc1-c1nnn(CC(=O)N2CCc3ccccc3C2)n1)C1CCC1,0,72,10%,0,72,-8%,-26,60,86
COC(=O)CSc1nc(N)nc(C)c1Br,?,.,2%,-57,129,-11%,-12,87,99
CCN1C(=O)/C(=C/N2CC(C)CC(C)C2)SC1=S (configuration not stated),-5,89,10%,5,89,-163%,10,101,92
COc1ccc(S(=O)(=O)N2CCOCC2)cc1C(=O)Nc1ccon1,1,101,9%,-1,101,-8%,21,102,81
Cc1ccc(NCc2nnc(SCC(N)=O)n2CCc2ccccc2)cc1,.,.,-23%,.,.,0%,-5,73,78
Cc1nn2c3ccccc3n(C)c2nc1=O,-8,103,.,8,103,.,-5,87,92
CCOC(=O)c1sc(NC(=O)c2sccc2C)cc1C,-8,185,4%,8,185,-14%,.,.,.
COc1cc2c3nnc(-c4ccc(F)cc4)c-3cn(Cc3cccc(C)c3)c2cc1OC,12,183,-29%,-12,183,26%,0,1,1
Cc1nn(C)c(Oc2ccccc2)c1CCNS(=O)(=O)c1ccc(Cl)cc1,.,.,-51%,.,.,0%,.,.,.

# By substructure: the entries above with an NH in an aromatic ring
SMILES,IL1B NFkB pot,IL1B NFkB pot cell count 2 µM,PLAP inhibitors HTS,NFkB transloc inh,NFkB transloc inh cell count 2 µM,Bcl-B TR3 displacers,MRP resist rev,MRP resist rev cytotoxicity,MRP resist rev with doxorubicin
COc1ccc(C(=O)N/C(=C\c2cccs2)c2nc3ccccc3[nH]2)cc1OC,-3,174,4%,2,174,-1%,.,.,.
CSc1ncccc1-c1nc2ccccc2[nH]1,10,160,-7%,-10,160,4%,.,.,.

# The listing picks up, starting five compounds before the break.
SMILES,IL1B NFkB pot,IL1B NFkB pot cell count 2 µM,PLAP inhibitors HTS,NFkB transloc inh,NFkB transloc inh cell count 2 µM,Bcl-B TR3 displacers,MRP resist rev,MRP resist rev cytotoxicity,MRP resist rev with doxorubicin
Cc1ccc(NCc2nnc(SCC(N)=O)n2CCc2ccccc2)cc1,.,.,-23%,.,.,0%,-5,73,78
Cc1nn2c3ccccc3n(C)c2nc1=O,-8,103,.,8,103,.,-5,87,92
CCOC(=O)c1sc(NC(=O)c2sccc2C)cc1C,-8,185,4%,8,185,-14%,.,.,.
COc1cc2c3nnc(-c4ccc(F)cc4)c-3cn(Cc3cccc(C)c3)c2cc1OC,12,183,-29%,-12,183,26%,0,1,1
Cc1nn(C)c(Oc2ccccc2)c1CCNS(=O)(=O)c1ccc(Cl)cc1,.,.,-51%,.,.,0%,.,.,.
CCOc1ccc(OC(=O)C(CCS(C)(=O)=O)N2C(=O)c3ccccc3C2=O)cc1 (configuration not stated),12,170,-29%,-12,170,-10%,-19,60,79
CCOc1ccccc1N(CC(=O)O)S(=O)(=O)c1ccc(C)cc1,23,129,-9%,-23,129,-4%,1,91,90
CCCCc1[nH]nc2c1C1(C(=O)N(CC)c3ccccc31)C(C#N)=C(N)O2 (configuration not stated),-1,116,-36%,1,116,-4%,-4,72,76
CC(=O)Nc1nc(C)c(-c2csc(Nc3ccc(O)cc3)n2)s1,-11,118,-32%,11,118,8%,-3,7,10
C=CCn1c(Cc2nc3ccc(Cl)cc3[nH]2)n[nH]c1=S,-13,98,-136%,13,98,1%,.,.,.
CSc1nc(-c2ccco2)nn1C(=O)Cc1ccccc1,4,126,-1%,-4,126,5%,-9,90,99
CCOc1ccc(S(=O)(=O)Nc2cc(Cl)ccc2O)cc1,4,133,-81%,-4,133,0%,-20,17,38
CCOc1ccc(NS(=O)(=O)CC23CCC(CC2=O)C3(C)C)cc1 (configuration not stated),-7,146,-11%,7,146,-2%,.,.,.
CCCCCCn1cc(C(=O)O)c(=O)c2ccccc21,16,180,11%,-16,180,-4%,-7,61,69
CCN1CCN(c2ccc(NC(=O)Cc3ccccc3)cc2)CC1,-2,118,18%,2,118,31%,-5,91,95
Cc1nc(SCC(=O)Nc2c(C)nn(C)c2C)c2cnn(-c3ccccc3)c2n1,-5,187,-3%,5,187,10%,-7,88,94
CCC(C)OC(=O)C1=C(C)OC23OC(N)=C(C#N)C12C(=O)c1ccccc13 (configuration not stated),23,92,.,-23,92,.,8,90,82
COc1ccc(-c2nnc(SCC(=O)Nc3nc4ccccc4s3)n2C)cc1,14,184,-2%,-14,184,-24%,5,94,89
N#CC1=C(SCC(N)=O)NC(=O)CC1c1ccccc1Cl (configuration not stated),8,69,4%,-8,69,0%,17,110,94
CC(CNC(=O)c1cncc(O)c1)NC(=O)c1cncc(O)c1 (configuration not stated),-1,207,7%,1,207,7%,7,98,91
O=C(c1ccco1)N1CCN(C(=O)C2CCCO2)CC1 (configuration not stated),8,131,.,-8,131,.,1,89,88
CC(=O)NC(=S)Nc1ccc(NC(=O)COc2ccc(Cl)cc2Cl)cc1,.,.,-8%,.,.,-8%,.,.,.

# Profiles, looked up by structure:
# Entry for O=C(c1ccco1)N1CCN(C(=O)C2CCCO2)CC1 (configuration not stated) → IL1B NFkB pot = 8; IL1B NFkB pot cell count 2 µM = 131; PLAP inhibitors HTS = .; NFkB transloc inh = -8; NFkB transloc inh cell count 2 µM = 131; Bcl-B TR3 displacers = .; MRP resist rev = 1; MRP resist rev cytotoxicity = 89; MRP resist rev with doxorubicin = 88
# Entry for CCN1CCN(c2ccc(NC(=O)Cc3ccccc3)cc2)CC1 → IL1B NFkB pot = -2; IL1B NFkB pot cell count 2 µM = 118; PLAP inhibitors HTS = 18%; NFkB transloc inh = 2; NFkB transloc inh cell count 2 µM = 118; Bcl-B TR3 displacers = 31%; MRP resist rev = -5; MRP resist rev cytotoxicity = 91; MRP resist rev with doxorubicin = 95
